Source: PubChem BioAssay (several laboratories)
MOR-DOR inv ag: inverse agonists of MOR-DOR heterodimerization, primary screen, cell-based, luminescence | cell-based MOR-DOR heterodimer luminescence, inverse agonism | AID 504357, 2011 | 340,000 compounds, 0.21% hits | inhibition, % at 9.3 µM; in the data active = inhibition above about 22%, passing the limit was not always enough;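 note: 0% = cells with DMSO and 100% = wells without cells with DMSO; values of inactives mirror those of a sister screen read the other way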
MOR-DOR ag: agonists of OPRM1-OPRD1 heterodimerization, primary screen, cell-based, luminescence; cells; activation, % at 9.3 µM; 340,000 compounds, 0.3% hits; in the data active = activation above about 18%;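 note: 0% = vehicle-treated cells and 100% = reference agonist; values of inactives mirror those of a sister screen read the other way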
V-ATPase pHluor: regulators of yeast V-ATPase proton pumping, primary screen, pHLuorin cytosolic pH fluorescence | S. cerevisiae | response, % at 10 µM | 350,000 compounds, 0.37% hits | AID 504577, 2011; in the data active = response mostly above about 7.3%, no sharp cut-off; inactive = mostly below about 5.4%; note: actives read high; inactives centre near 0; some compounds called inactive have numbers as strong as hits; reference of the scale not given here
DSG3 Ab inh: inhibitors of pemphigus antibody binding to DSG3, primary screen, biochemical, bead-based, flow cytometry, scFv-GFP; Desmoglein-3 (Homo sapiens), P32926; DSG3-coupled beads, scFv-anti-DSG3-GFP binding; hits give low values; binding (percent of control), % at 10 µM; 310,000 compounds, 0.48% hits; AID 588358, 2011;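 active = binding more than 3 SD below its plate's average and above zero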;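 note: hits lower antibody fragment binding to DSG3; some compounds called inactive have numbers as strong as hits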
Target sequence (P32926 whole entry, looked up, the tested form may be a part): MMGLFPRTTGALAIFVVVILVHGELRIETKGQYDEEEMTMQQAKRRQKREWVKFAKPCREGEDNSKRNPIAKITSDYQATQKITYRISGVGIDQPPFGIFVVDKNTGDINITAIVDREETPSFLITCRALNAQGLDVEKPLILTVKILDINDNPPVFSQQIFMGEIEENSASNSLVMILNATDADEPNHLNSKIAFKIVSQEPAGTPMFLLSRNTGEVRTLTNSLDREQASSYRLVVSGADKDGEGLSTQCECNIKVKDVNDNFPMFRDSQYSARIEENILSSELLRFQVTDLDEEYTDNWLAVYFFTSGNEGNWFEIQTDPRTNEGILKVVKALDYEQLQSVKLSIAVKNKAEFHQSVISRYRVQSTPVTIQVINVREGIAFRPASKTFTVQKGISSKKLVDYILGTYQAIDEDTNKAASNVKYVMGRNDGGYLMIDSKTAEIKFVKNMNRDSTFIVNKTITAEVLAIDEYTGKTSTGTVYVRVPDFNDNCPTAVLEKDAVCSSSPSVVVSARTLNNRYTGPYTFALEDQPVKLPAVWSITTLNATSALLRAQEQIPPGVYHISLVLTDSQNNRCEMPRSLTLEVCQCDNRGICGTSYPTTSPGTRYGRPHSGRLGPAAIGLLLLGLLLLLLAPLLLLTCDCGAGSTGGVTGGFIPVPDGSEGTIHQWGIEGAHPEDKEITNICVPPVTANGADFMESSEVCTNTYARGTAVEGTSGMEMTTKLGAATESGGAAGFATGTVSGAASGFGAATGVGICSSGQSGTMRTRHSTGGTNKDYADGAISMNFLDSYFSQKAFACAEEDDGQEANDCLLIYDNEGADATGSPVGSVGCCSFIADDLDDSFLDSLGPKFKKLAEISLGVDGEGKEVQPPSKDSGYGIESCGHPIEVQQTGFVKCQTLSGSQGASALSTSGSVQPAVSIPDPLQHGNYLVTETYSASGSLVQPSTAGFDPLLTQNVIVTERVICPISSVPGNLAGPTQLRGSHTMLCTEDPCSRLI
PKA-R1A act: activators of PKA-R1A holoenzyme, primary screen, biochemical, fluorescence polarization, Cy5-IP20, bovine R1A, mouse PKAc | cAMP-dependent protein kinase type I-alpha regulatory subunit (Bos taurus) + … | PKA-R1A dissociation; scaled: DMSO 0%, 113 µM cGMP 100% | activation, % at 11.4 µM | 340,000 compounds, 0.083% hits | AID 504707, 2011;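 active = percent activation above the mean of all tested compounds plus 3 SD, cut at about 19% in these data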;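 note: higher means more PKAc released from R1A so a rise in polarization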
Arr AP2 block: inhibitors of beta-arrestin/AP2 binding, primary screen, biochemical, GPCR trafficking, flow cytometry | FITC-arrestin peptide / GST-AP2 beads; AP2 beta2 appendage carries R879A mutation | 340,000 compounds, 0.31% hits | beta-arrestin 1 C-terminal peptide binding to AP2 beta2-adaptin appendage (human) | inhibition, % at 10 µM;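 active = inhibition above a set limit, near 3 SD of compounds lacking own fluorescence, cut at about 54% in these data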;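 note: plate controls were DMSO wells for no effect and 5 µM unlabelled arrestin peptide for full effect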
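System: GST-AP2 R879A glutathione beads; medium: PBS, Tween 20 0.05%, BSA 0.1%; reagent: fluorescein-tagged arrestin peptide at 50 nM final; schedule: pre-incubation 12 min, peptide binding 1 h, room temperature; detection: flow cytometry, FL1 (488/535 nm); read-out: inhibition as reduced fluorescein signal on beads, percent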
HTR5A inv ag: HTR5A inverse agonists in luminescence cell assay, primary screen, counter-screen for OPRM1-OPRD1 heterodimer inverse agonist project, full-deck HTS; 5-hydroxytryptamine receptor 5A (Homo sapiens), P47898; HTR5A cell line, inverse agonism; inhibition, % at 9.3 µM; 340,000 compounds, 0.083% hits; AID 504634, 2011; in the data active = inhibition mostly above about 23%, no sharp cut-off; inactive = mostly below about 18%;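 note: 0% = cells with DMSO and 100% = no-cell wells with DMSO; some compounds called inactive have numbers as strong as hits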
PKA-R2B act: activators of PKA-R2B holoenzyme, primary screen, biochemical, fluorescence polarization, Cy5-IP20, human. 340,000 compounds, 0.079% hits. AID 504700, 2011. activation, % at 11.4 µM. PKA-R2B holoenzyme dissociation; R2B truncated from residue 108, S112A mutant; 0% DMSO only, 100% 113 µM cGMP. cAMP-dependent protein kinase catalytic subunit beta (Homo sapiens) + cAMP-dependent …;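 active = activation above a cutoff set at the mean over all compounds plus 3 SD, cut at about 18% in these data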;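 note: higher means more holoenzyme dissociation and a rise in polarization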
DAGLB inhibitor: DAGLB lipase inhibitors, primary screen, biochemical, fluorescence, HTS. AID 504411, 2011. HEK293T DAGLB membrane lysate, EnzChek fluorogenic substrate. 340,000 compounds, 0.059% hits. inhibition, % at 5.17 µM; in the data active = inhibition above about 34%;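 note: 0% = enzyme with vehicle and 100% = wells lacking enzyme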
HTR5A ag: HTR5A agonists in luminescence cell assay, primary screen, counter-screen for OPRM1-OPRD1 heterodimer agonist project, full-deck HTS; 5-hydroxytryptamine receptor 5A (Homo sapiens), P47898; cell-based; activation, % at 9.3 µM; 340,000 compounds, 0.61% hits; in the data active = activation mostly above about 9.5%, no sharp cut-off; inactive = mostly below about 7.6%;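 note: 0% = cells with vehicle only and 100% = reference agonist; strong numbers were not always called active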
Active calls of the source: *; / = no result given.

structure	MOR-DOR inv ag	MOR-DOR ag	V-ATPase pHluor	DSG3 Ab inh	PKA-R1A act	Arr AP2 block	HTR5A inv ag	PKA-R2B act	DAGLB inhibitor	HTR5A ag
CS(=O)(=O)Cc1ccc(C(=O)NC2CCCc3ccccc32)cc1 (stereo not drawn)	9	-1.7	7	105	-3	-3	-8	-18	1	3
CN1CCC(=NNC(=O)c2cc(-c3ccc(Cl)cc3)n[nH]2)CC1	8	-1.5	4	102	-12	-7	-1	-6	-1	0
COc1ccccc1CC(=O)N1CCN(c2ccc(F)cc2)CC1	12	-2.4	-1	/	-2	-13	13	-9	-3	5
CCOc1cc(CN2CCN(c3ncccn3)CC2)ccc1OC	7	-1.4	-5	84*	9	33	18	8	-2	-4
COc1ccc(OC)c(S(=O)(=O)Nc2ccc3oc4c(c3c2)C(=O)CCC4)c1	-7	1.4	4	105	2	-2	-5	4	0	2
CCOc1ccc(/C(O)=C2\C(=O)C(=O)N(CCN(C)C)C2c2cccc(OC)c2OC)cc1Cl (stereo not drawn)	13	-2.2	-3	/	1	1	-3	-1	1	-2
Cn1ncc2c(Nc3ccccc3Cl)nc(Cl)nc21	10	-1.9	0	95	-10	-5	8	3	-2	-2
N#CC(C#N)=C(Nc1ccccc1)c1ccccc1	2	-0.4	2	85	3	4	-3	-8	0	1
Cc1cc(N2CCN(C)CC2)nc2ccc(NC(=S)NCCCN3CCc4ccccc4C3)cc12	10	-1.8	-1	105	2	-10	-17	10	2	6
O=C(CN1CCCSc2ccccc21)N1CCN(S(=O)(=O)c2ccccc2)CC1	5	-0.8	-2	99	0	-7	16	-6	2	4
CC(=O)N=c1sc2ccccc2n1C	7	-1.2	2	102	-8	-2	-9	0	2	1
C=CCNCCCCOc1ccc(OCc2ccccc2)cc1	-21	3.1	0	110	-8	7	-10	4	-2	-2
Sc1oc(-c2ccccc2)cc1C=Nc1ccccc1	-18	3.1	0	129	-1	-9	-20	-3	24	3
Cc1c(-c2nnnn2-c2ccc(F)cc2)cnc2cc3c(cc12)OCO3	8	-1.4	-2	98	8	-2	10	-1	-1	1
CCOc1ccc(C(=O)CCC(=O)Nc2ccncc2)cc1	2	-0.6	2	118	-8	-6	-26	-9	-1	9
CCN(CC)C(=O)[C@H]1C[C@H](CC(=O)NCCc2ccccn2)C(=O)N2CCc3c([nH]c4ccc(Cl)cc34)[C@]12C	11	-2.2	3	104	-3	2	-17	2	0	5
CC(=O)Nc1ccc(C(=O)CSc2nnc3scc(-c4ccccc4)n23)cc1	1	-0.1	1	100	-9	-4	-5	1	-1	1
O=C(COC(=O)CCC(=O)c1ccc(Cl)cc1)NCC1CCCO1 (stereo not drawn)	4	-0.8	1	124	-6	-3	-44	13	0	1
S=C(NCc1ccccn1)Nc1ccc(Br)cc1Cl	-1	0.3	1	103	-3	14	3	7	-3	-2
O=C(CSc1nnc(-c2ccncc2)n1-c1ccc(F)cc1)NC(=O)NCc1ccco1	5	-0.8	4	99	-5	8	7	6	2	-1
Nc1ncnc(NC2CCS(=O)(=O)C2)c1[N+](=O)[O-] (stereo not drawn)	22	-4.2	-3	83	-9	-8	-8	-3	-1	3
CC1CCCCN1Cc1c(O)ccc2c(=O)c(-c3nc4ccccc4s3)c(N)oc12 (stereo not drawn)	-5	0.9	1	90	-6	17	3	-9	2	3
CCOc1ccc(OCC)c(NS(=O)(=O)c2ccc3c(c2)n(C)c(=O)c(=O)n3C)c1	11	-2.3	-1	95	0	4	19	-7	4	1
CC1CCCCN1C(=O)CN1C(=O)CSc2ccc(S(=O)(=O)N3CCOCC3)cc21 (stereo not drawn)	14	-2.5	1	94	-10	30	4	-3	-3	1
CCc1ccc(-n2c(=S)sc3c(=O)n(-c4ccccc4)c(SCC(=O)O)nc32)cc1	7	-1.6	4	98	1	-11	0	-10	6	0
Cc1nc2ccc(S(=O)(=O)NC(C(=O)Nc3nc4ccc(Cl)cc4s3)C(C)C)cc2s1 (stereo not drawn)	-20	4.0	1	108	-4	3	-5	8	6	2
CC(NC(=O)CSC(=S)N(C)C)C12CC3CC(CC(C3)C1)C2 (stereo not drawn)	2	-0.4	3	107	-4	-9	9	-9	-2	-1
CCCCCNC(=O)c1ccc2c(=O)n(CC3CCCO3)c(=O)[nH]c2c1 (stereo not drawn)	-4	0.7	0	103	-2	0	-13	-15	2	-1
COc1cccc(C2CC(C(F)(F)F)n3ncc(C(=O)NCC4CCCO4)c3N2)c1 (stereo not drawn)	11	-2.0	-3	102	-6	-2	-1	4	4	1
COC(=O)CC(CC(=O)OC)n1cccc1	-2	0.5	0	97	-2	33	5	-10	-5	-1
O=C(Nc1cccc(Cl)c1)O/N=C\c1ccncc1	1	-0.2	2	102	3	-6	9	-14	1	1
Cc1cc(C)cc(OCCCCCNCCO)c1	7	-1.4	-3	102	1	32	-1	0	-2	3
COc1cc2c(cc1NC(=O)c1cc(-c3cccnc3)nc3ccc(C)cc13)oc1ccccc12	11	-2.1	7	97	-13	0	3	-15	1	0
COc1ccc([C@@H](NC(=O)OC(C)(C)C)C(=O)OC(C)(C)C)cc1	-14	2.5	-2	103	-1	3	-3	-3	-9	1
O=C(COC(=O)c1ccccn1)NNC(=O)c1ccc([N+](=O)[O-])cc1	-4	0.6	1	100	-4	18	12	5	3	-5
CCc1c(C)nc2cc(-c3ccc(OC)c(OC)c3)nn2c1N1CCC(C)CC1	13	-2.2	3	110	0	-11	5	-8	-1	1
Cc1ccc(S(=O)(=O)N2CCC(C(=O)NNC(=O)c3ccccc3O)CC2)cc1	6	-1.1	-5	113	-6	5	-5	-9	7	2
CC1(NC(=O)COc2ccccc2-c2ccccc2)CCS(=O)(=O)C1 (stereo not drawn)	10	-1.9	0	86	10	26	10	1	-1	-2
Cc1cc(Oc2nc3c(C)cccn3c(=O)c2/C=C(\C#N)S(=O)(=O)c2ccc(Cl)cc2)ccc1Cl	17	-3.5	-1	/	-5	12	3	-18	-2	2
CCCCCOC(=O)NCC(O)c1ccccc1 (stereo not drawn)	15	-3.0	-3	105	-3	25	-8	-14	-1	2
O=C(COc1cc(F)ccc1[N+](=O)[O-])NCC1CCCO1 (stereo not drawn)	10	-2.7	-1	/	-3	-7	7	5	-5	-2
CC(=O)Nc1ccc(C2(c3ccc(NC(C)=O)cc3)NC(=O)c3ccccc32)cc1	6	-1.2	1	119	-8	3	1	-9	2	0
COc1ccc(Cl)cc1NC(=S)Nc1ccccc1C	7	-1.4	-1	105	0	11	-7	-5	0	3
CCCCCc1c(C)nc(NCc2ccccc2)[nH]c1=O	-24	4.4	2	101	-7	1	9	-13	-6	-4
CCOc1ccc(NC(=O)CCC(=O)c2ccc(Br)cc2)cc1	-19	3.8	-3	109	2	-1	26	1	1	7
Cc1ccc(CSc2nnc(-c3cccc4ccccc34)o2)cc1	-6	1.3	-2	102	7	-9	3	6	-4	0
O=c1[nH]c(CN2CCc3ccccc32)nc2scc(-c3cccs3)c12	11	-1.9	8	89	7	9	-1	-7	9	-2
O=C(NCC1CCCO1)c1ccc(NC(=O)C2C3C=CC(C3)C2C(=O)O)cc1 (stereo not drawn)	9	-1.8	0	106	-3	5	-22	-6	0	-4
CC(C)OCCCNC(=O)c1ccccc1Oc1ccccc1	3	-0.5	-3	102	2	1	22	-2	-3	4
CCCCN(C(=O)C1CCCC1)c1c(N)n(Cc2ccccc2)c(=O)[nH]c1=O	17	-3.2	2	116	-4	-8	4	-1	0	-1

(list continues)
structure	MOR-DOR inv ag	MOR-DOR ag	V-ATPase pHluor	DSG3 Ab inh	PKA-R1A act	Arr AP2 block	HTR5A inv ag	PKA-R2B act	DAGLB inhibitor	HTR5A ag
CC(=O)N1CCc2ccc(NC(=O)c3c(-c4c(Cl)cccc4Cl)noc3C)cc21	16	-3.3	1	/	-6	-18	1	-3	1	-1
CC(C)c1nnc(NC(=O)CC23CC4CC(CC(C4)C2)C3)s1	-3	0.6	3	110	-5	18	-16	1	-3	-3
COc1ccc(-n2cnnc2SCC(=O)NC2CC2)cc1	/	/	0	97	6	/	/	-4	1	/
O=C(CCCc1c[nH]c2ccccc12)NCc1ccc2c(c1)OCO2	4	-1.1	2	102	0	3	-23	-4	-4	9
Cc1ccc2nc(-c3ccccc3)c(NC(=O)c3ccco3)n2c1	20	-3.8	1	96	-2	0	-17	-13	-3	5
CCCCN(NC(C)=O)c1nc(Cl)nc(NC(C)C)n1	6	-1.1	-2	81	-1	29	-13	1	0	1
CCOc1cc(NC(=S)NCC2CCCO2)c(OCC)cc1NC(=O)c1ccc(C)cc1 (stereo not drawn)	4	-0.7	-2	123	-10	7	27	9	-1	0
